Tb PGK inh: T. brucei PGK inhibition. PGK/GAPDH coupled, Kinase-Glo luminescence, 60 min. Potency, µM (highest dose often 57.5 µM), for the others: at the highest dose activity change, negative = inhibition, usual class: inhibitors. actives 0.043% (n = 380,000); also: potency is read from the fitted curve at half-maximal effect; % is scaled to controls: 0 for no effect and ±100 for the full control effect; nearly all actives have a fitted effect of over 60% in size
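Luminescent ATP detection (Kinase-Glo Plus) follows a 60-minute room-temperature incubation, with wells lacking PGK as controls. Buffer: 100 mM TEA (pH 7.6), 5 mM MgCl2, 0.01% Tween-20. Coupling enzyme GAPDH (100 nM final) supplies unstable 1,3-BPG in-well.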
TrxR1 substrate: is turned over as a substrate by rat TrxR1; purified TrxR1 substrate turnover, NADPH consumption readout; Potency, µM (doses to about 114 µM), for the others: top-dose activity change, negative = substrate turnover; actives 0.01% (n = 390,000); also: potency is read from the fitted curve at half-maximal effect; % is scaled to controls: 0 for no effect and ±100 for the full control effect; nearly all actives have a fitted effect of over 50% in size
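Rat TrxR1, dispensed at 90 nM, was prereduced with 400 uM NADPH (final) for 5 min at ~22 deg C, then incubated with compound 15 min before 400 uM selenite. A first-read NADPH fluorescence drop versus no-compound background flagged substrates.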
HP1b binding inh: inhibitors of HP1-beta chromodomain binding to methylated histone tails; AlphaScreen HP1-beta / biotin-H3K9me3 peptide binding; Potency, µM (highest dose often 114 µM), for the others: top-dose activity change, negative = inhibition, hits mostly inhibitors; actives 0.56% (n = 390,000); also: potency is read from the fitted curve at half-maximal effect; nearly all actives have a fitted effect of over 70% in size; inactives centre near 23
Target sequence (P83916 whole entry, looked up): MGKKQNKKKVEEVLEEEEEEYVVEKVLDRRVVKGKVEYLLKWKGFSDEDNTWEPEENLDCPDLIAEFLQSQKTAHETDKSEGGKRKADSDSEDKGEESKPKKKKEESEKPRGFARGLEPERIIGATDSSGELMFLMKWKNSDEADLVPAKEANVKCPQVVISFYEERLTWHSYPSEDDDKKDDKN
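HP1-beta protein (50 nM final) preincubated 30 min at room temperature with biotinylated H3(1-18)K9me3 peptide (50 nM) in PBS pH 7.4, 0.01% Tween-20, then compound added for 30 min. AlphaScreen streptavidin donor/nickel chelate acceptor beads (10 ug/mL final), 30 min dark, luminescence read.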
IDH1 R132H inh: blocks human mutant IDH1 R132H enzyme. O75874. IDH1-R132H enzyme, NADPH consumption, diaphorase/resazurin fluorescence. Potency, µM (top dose mostly 76.6 µM), without a hit: at the top dose activity change, negative = inhibition, actives largely listed as inhibitors. actives 0.093% (n = 390,000). AID 602179; also: potency is read from the fitted curve at half-maximal effect; % is scaled to controls: 0 for no effect and ±100 for the full control effect; nearly all actives have a fitted effect of over 65% in size
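IDH1-R132H (0.5 ug/mL dispensed) in pH 7.5 Tris buffer was preincubated 30 min with compound, then given a substrate mix of 0.016 mM NADPH and 2 mM alpha-KG for 80 min at room temperature; remaining NADPH was read by diaphorase/resazurin fluorescence.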
TrxR1 inh: inhibitors of rat thioredoxin reductase 1; recombinant rTrxR1, NADPH fluorescence consumption, selenite substrate; AID 588453; actives 1% (n = 390,000); Potency, µM (top dose mostly 114 µM), for the others: at the highest dose activity change, negative = inhibition, most hits filed as inhibitors; O89049; also: potency is read from the fitted curve at half-maximal effect; % is scaled to controls: 0 for no effect and ±100 for the full control effect; nearly all actives have a fitted effect of over 65% in size
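Rat TrxR1 (90 nM in the dispensed reagent) was pre-reduced with 400 uM NADPH for 5 min at room temperature, then incubated with compound for 15 min. After 400 uM selenite was added, NADPH fluorescence (Ex 340/Em 450 nm) was followed for 8 min.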
GLS inh: glutaminase GLS (human) inhibition; GLS enzymatic activity, qHTS titration; O94925; actives 0.21% (n = 410,000); Potency, µM (series often up to 45.5 µM), inactives show top-dose activity change, negative = inhibition, actives largely listed as inhibitors; also: potency is read from the fitted curve at half-maximal effect; % is scaled to controls: 0 for no effect and ±100 for the full control effect
Target sequence (O94925 whole entry, looked up): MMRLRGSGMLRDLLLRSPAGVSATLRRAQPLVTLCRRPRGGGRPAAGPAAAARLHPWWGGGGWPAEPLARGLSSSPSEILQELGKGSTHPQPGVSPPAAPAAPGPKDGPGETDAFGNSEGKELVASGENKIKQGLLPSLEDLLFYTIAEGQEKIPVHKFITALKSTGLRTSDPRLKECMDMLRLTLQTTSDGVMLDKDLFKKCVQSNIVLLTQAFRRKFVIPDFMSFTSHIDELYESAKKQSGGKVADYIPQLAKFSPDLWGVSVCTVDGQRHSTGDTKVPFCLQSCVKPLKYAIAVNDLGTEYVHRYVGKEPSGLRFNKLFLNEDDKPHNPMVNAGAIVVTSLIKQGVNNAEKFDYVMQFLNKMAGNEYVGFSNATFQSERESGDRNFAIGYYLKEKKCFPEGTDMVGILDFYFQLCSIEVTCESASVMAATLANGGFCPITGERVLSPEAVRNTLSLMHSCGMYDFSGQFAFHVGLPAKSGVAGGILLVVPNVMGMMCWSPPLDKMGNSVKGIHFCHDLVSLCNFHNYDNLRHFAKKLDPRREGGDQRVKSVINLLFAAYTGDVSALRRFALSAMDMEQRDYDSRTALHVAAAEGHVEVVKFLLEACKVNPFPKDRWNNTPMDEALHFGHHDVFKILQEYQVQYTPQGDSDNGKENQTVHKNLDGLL
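hKGA in 45 mM KH2PO4 pH 8.2, 0.02% Tween-20 with pin-transferred compounds; 1 mM L-glutamine (stock) plus glutamate oxidase/HRP/Amplex Red coupling added. Fluorescence read initially and after 30 min at RT.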
Pin1 inh: inhibitors of human Pin1. Q13526. Pin1 FP peptide displacement, HiFluor488, 10 min. Potency, µM (top dose mostly 115 µM), without a hit: at the top dose activity, negative = inhibition, actives largely listed as inhibitors. actives 0.009% (n = 390,000). AID 504891; active = well fitted inhibition curve with a large enough effect in the polarisation, with a control signal flat, not every such curve was filed as active; inconclusive = small, poorly fitted or top-dose-only effect, or effect the other way, or a change in a side signal; inactive = no such curve, though single readings can be large or run the other way; the % refers to the polarisation; also: potency is read from the fitted curve at half-maximal effect; % is scaled to controls: 0 for no effect and ±100 for the full control effect
Target sequence (Q13526 whole entry, looked up): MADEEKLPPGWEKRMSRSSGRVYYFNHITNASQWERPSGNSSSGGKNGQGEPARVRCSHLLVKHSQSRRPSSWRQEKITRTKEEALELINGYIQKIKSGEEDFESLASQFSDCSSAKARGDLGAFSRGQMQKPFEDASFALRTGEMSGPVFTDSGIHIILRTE
USP1 inh: USP1/UAF1 (human) deubiquitinase inhibition | O94782 | Potency, µM (top dose mostly 57.1 µM), inactives show at the highest dose activity change, negative = inhibition, usual class: inhibitors | recombinant USP1/UAF1, Ub-Rhodamine cleavage fluorescence | actives 0.23% (n = 390,000); also: potency is read from the fitted curve at half-maximal effect; % is scaled to controls: 0 for no effect and ±100 for the full control effect; nearly all actives have a fitted effect of over 60% in size; inactives centre near -12
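1 nM enzyme complex + cpd, 15 min RT; start with Ub-Rho 150nM final; kinetic fluorescence ex 480/em 540, 6 reads q60 s. Buffer 50mM HEPES pH 7.8, 0.5mM EDTA, 0.1 mg/ml BSA, 1mM TCEP, 0.01% Tween-20.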
PI4K2A inh: PI4K2A (human) kinase inhibition | Q9BTU6 | purified PI4K2A, ADP-Glo luminescence, 1 h; hits give low values | activity change, negative = inhibition, % at 76.9 µM | actives 0.13% (n = 420,000) | AID 1346378; in the data active = activity change below about -50%; inconclusive = mostly about -30% to -49%;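 also: -100% = wells without enzyme as full effect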
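Compounds are screened against recombinant PI4K2A using PI as substrate and ATP, the latter dispensed at 300 microM. Reactions run one hour at ambient temperature before ADP-Glo detection; full inhibition defined by wells lacking enzyme.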
An asterisk follows results filed as active; i = inactive; ? = inconclusive; · = not tested or not shown; [ ] = dose if it differs, or a comment. Unless noted, calls follow the shape of the dose curve; as a rule, active = well fitted curve in the direction sought with a large enough effect; inconclusive = small, poorly fitted or top-dose-only effect, or another doubt; inactive = no such curve, though single readings can be large; an effect the other way counts as inactive or inconclusive. Some of the compounds tested; rates above refer to the full screens.

SMILES	Tb PGK inh	TrxR1 substrate	HP1b binding inh	IDH1 R132H inh	TrxR1 inh	GLS inh	Pin1 inh	USP1 inh	PI4K2A inh
Cc1ccnc(N(C(=O)Nc2ccccc2)C2=NCC(C)(C)S2)c1	-3%	12%[11.4 µM]	13%	0%	20%[11.4 µM]	1%	-2%	-10%	2
O=C(Cc1ccccc1)NC(NC(=O)Cc1ccccc1)c1cccc([N+](=O)[O-])c1	·	1%	14%	7%	23%	-5%	-2%	-19%	-5
O=C(COCc1cc(-c2ccc3c(c2)OCO3)on1)Nc1cccc(O)c1	-9%	-6%	40%[activator]	14%	-7%	17%	4%	-16%	0
Cc1cccc(CSCCNC(=O)CN(c2cc(C)cc(C)c2)S(C)(=O)=O)c1	9%	3%	36%	1%	16%	-1%	?	-20%	0
COc1ccc(NC(=S)Nc2ccccc2)c(OC)c1	-3%	11%	0%	4%	11%	21%	2%	-1%	0
CC1CCc2c(sc(NC(=O)c3cc4nc(-c5ccc(Cl)cc5)cc(C(F)(F)F)n4n3)c2C#N)C1 (configuration not stated)	1%	1%	37%	-11%	40%[11.4 µM]	-5%	-8%	-13%	2
CCOC(=O)C/C(C)=N/NC(=O)C1CC1(c1ccccc1)c1ccccc1 (configuration not stated)	-7%	-4%	23%	8%	?	-1%	7%	-13%	4
COc1ccc(C2C3=C(CC(C)(C)CC3=O)N(CC(=O)O)C3=C2C(=O)CC(C)(C)C3)cc1OC	-9%	-5%	49%[activator]	0%	-15%	-8%	-1%	-26%	7
CCOc1ccccc1CNC(=O)c1cnc2sc(N3CCCC3)nn2c1=O	i	70%[activator][57.1 µM]	-16%	16%	2%[57.1 µM]	-10%	0%	-26%	-7
CC(OC(=O)c1ccccc1NS(=O)(=O)c1cccc(C(F)(F)F)c1)C(=O)N(C)Cc1ccccc1 (configuration not stated)	-5%	8%	42%[activator]	5%	30%	-1%	9%	?	0
O=C(Cc1cccs1)NCc1cn2ccccc2n1	-9%	8%[57.1 µM]	37%	-1%	9%[57.1 µM]	-7%	4%	-6%	-9
O=C(CN1CCC(C(=O)c2ccc3c(c2)OCCO3)CC1)Nc1ccccc1F	i	6%	39%	10%	10%	-26%	6%	-14%	2
COc1cccc(C(C(=O)NC2CCCC2)N(C(=O)c2ccco2)c2ccc(NC(C)=O)cc2)c1OC (configuration not stated)	-4%	20%[0.0914 µM]	24%	0%	-37%[0.0914 µM]	0%	2%	-13%	1
Cc1c2ccccc2nc2c(F)c(N(C)C)c(F)c(F)c12	i	5%	235%[activator]	2%	?	-12%	?	?	-1
CC(C)COc1ccc(C(=O)NCc2ccco2)cc1	-3%	10%[57.1 µM]	13%	3%	-7%[57.1 µM]	-8%	?	-15%	-8
c1cncc(CSc2nnc3ccc(-c4ccco4)nn23)c1	i	2%	73%[activator]	0%	4%	0%	-11%	-18%	-9
Cc1ccc(NC(=O)c2ccc(N3CCCC3=O)cc2)cc1S(=O)(=O)N1CCCCC1	-10%	6%	27%	4%	27%	-5%	2%	-17%	2
CCCCCc1c(C)nc(NCc2ccccc2)[nH]c1=O	i	5%	9%	4%	15%	-14%	2%	-11%	1
COc1ccccc1CN1CC(C(=O)NCCc2ccc(C)o2)CCC1=O (configuration not stated)	1%	1%	38%	4%	50µM*	-10%	-10%	-11%	-7
COCC(C)NCc1ccc(OC)c(Br)c1 (configuration not stated)	i	11%[57.1 µM]	?	10%	6%	3%	-2%	-26%	5
Cc1cccnc1NC(=O)CCCN1C(=O)c2ccccc2C1=O	-6%	11%	13%	6%	20%	9%	0%	7%	1
CCCn1c(SCc2cc(=O)oc3ccc4ccccc4c23)n[nH]c1=O	i	4%	-15%	15%	?	9%	-10%	-11%	-3
CCN(Cc1ccc(C#CCCO)cc1)CC1CCCN(CCc2cccc(F)c2)C1 (configuration not stated)	3%	4%	14%	3%	18%	4%	1%	-21%	2
Cc1ccc(Nc2ncnc3c2cnn3-c2ccc(C)cc2)cc1	-1%	-4%[57.1 µM]	29%	14%	5%[57.1 µM]	-11%	2%	10%	0

The final 3 entries of the section above lead into the next:
SMILES	Tb PGK inh	TrxR1 substrate	HP1b binding inh	IDH1 R132H inh	TrxR1 inh	GLS inh	Pin1 inh	USP1 inh	PI4K2A inh
CCCn1c(SCc2cc(=O)oc3ccc4ccccc4c23)n[nH]c1=O	i	4%	-15%	15%	?	9%	-10%	-11%	-3
CCN(Cc1ccc(C#CCCO)cc1)CC1CCCN(CCc2cccc(F)c2)C1 (configuration not stated)	3%	4%	14%	3%	18%	4%	1%	-21%	2
Cc1ccc(Nc2ncnc3c2cnn3-c2ccc(C)cc2)cc1	-1%	-4%[57.1 µM]	29%	14%	5%[57.1 µM]	-11%	2%	10%	0
Cc1ccc(NC(=O)CCN2C(=O)CSC2=O)cc1	i	-9%	22%	4%	-14%	3%	-8%	-2%	-16
NC(=NC(=O)c1ccccc1)N1CCOCC1	·	1%	28%	1%	14%	-2%	-1%	-12%	-2
Cc1ccccc1C(=O)Nc1cccc(N)c1	13%	-5%	34%	8%	-1%	17%	?	-4%	-2
O=C1CN(C(=O)c2ccc(Br)o2)C(c2ccccc2)c2cc(Cl)ccc2N1 (configuration not stated)	-5%	-1%	-5%	-6%	-4%	4%	5%	?	-3
COc1cnn(-c2ccccc2)c(=O)c1N(C)C	1%	3%[57.1 µM]	36%	-5%	-4%	1%	-4%	6%	1
O=C1CSC(=Nc2ccccc2)N1Cc1ccccc1	-7%	-2%	80%[activator]	5%	12%[57.1 µM]	-1%	5%	8%	-1
O=C(Cn1nc(Cc2cccnc2)c2ccccc2c1=O)NCC1CCCO1 (configuration not stated)	i	8%[57.1 µM]	26%	5%	16%[57.1 µM]	-1%	0%	-4%	7
COc1cc(C2C3=C(CCCC3=O)Nc3ccc4ncccc4c32)ccc1O (configuration not stated)	-9%	1%[57.1 µM]	16%	7%	-22%[57.1 µM]	8%	-9%	-6%	-2
CCC(C)C(=O)Nc1nnc(SCC(=O)NC2CCCCC2)s1 (configuration not stated)	-1%	0%	19%	-1%	13%	-12%	-4%	22%	3
O=C1CC(c2cccc(F)c2)c2c(n3ncnc3[nH]c2=O)N1 (configuration not stated)	1%	12%[11.4 µM]	45%[activator]	-9%	14%[11.4 µM]	6%	3%	-22%	1
CC1CC(C)CN(C(=O)Cc2c(C(=O)O)[nH]c3ccc(Cl)cc23)C1 (configuration not stated)	-2%	2%	-21%	3%	14%	0%	-1%	-10%	0
Cc1ccc(CN2CC(C(=O)Nc3ccc(C)c(S(=O)(=O)N4CCCCC4)c3)CC2=O)cc1 (configuration not stated)	-3%	-12%	0%	4%	-3%	5%	0%	-3%	0
Cc1nnc(SCC(=O)N(C)Cc2ccccc2)[nH]c1=O	-2%	8%[57.1 µM]	8%	2%	17%[57.1 µM]	19%	-15%	-4%	-2
COc1cccc(CN2CCN(C3CCN(c4ccccc4C)CC3)CC2CCO)c1 (configuration not stated)	0%	-2%	17%	-4%	13%	7%	-2%	-12%	2
COc1ccc(OCC(=O)O/N=C(\N)Cc2cccs2)cc1	i	12%	99%[activator]	4%	29%	-6%	33%[activator]	-14%	-2
CCOC(=O)N1CCC(NC(=O)CCc2nc(-c3ccccc3F)no2)CC1	-7%	8%[57.1 µM]	29%	3%	15%[57.1 µM]	-3%	-4%	1%	-5
O=C(NCCc1ccccc1F)N[C@@H](Cc1ccccc1)C(=O)O	i	-4%	19%	-3%	9%	-1%	0%	-5%	3
CCCN(CCC)S(=O)(=O)c1ccc(C(=O)Nc2nnc(-c3cccc(OC)c3)o2)cc1	i	4%	40%[activator]	-5%	3%	-4%	0%	-19%	0
Cc1cccc(C(=O)NCC(=O)OCC(=O)c2ccc(Br)s2)c1	-6%	-11%	36%	2%	-17%	-1%	-5%	-14%	-5
CN1CCN(Cc2cc(=O)oc3cc4c(cc23)CCC4)CC1	-8%	3%	24%	1%	-6%	1%	-5%	-16%	3
COc1cc(OC)c2c(c1)OC(=O)CC2c1ccc(C)cc1 (configuration not stated)	-6%	6%	108%[activator]	10%	22%	-3%	6%	-27%	-3
Cc1nn(CCO)c2ncc(C(=O)c3cc(Cl)ccc3O)cc12	9%	-4%	3%	-3%	-1%	14%	0%	-5%	1
COc1ccc(-c2nn(-c3ccccc3)cc2/C=C/C(=O)N(C)CC(=O)Nc2cccc(F)c2)cc1OC	11%	108%[activator]	32%	-9%	78%[activator]	-2%	75%[activator]	-11%	2
CCOc1ccc(C(=O)N2CCN(Cc3cc(=O)n4nc(-c5ccccc5Cl)sc4n3)CC2)cc1	-6%	3%[57.1 µM]	18%[57 µM]	2%	16%[57.1 µM]	3%	1%	-11%	-3
Cc1cccc(C(=O)N(CCc2ccccc2)Cc2ccccc2)c1[N+](=O)[O-]	i	-9%	17%	-1%	-10%	2%	27%	?	0
Oc1c(Cl)c(Cl)c2ncccc2c1Cl	-2%	-2%[57.1 µM]	?	28%	6%	8%	-11%	-16%	1

Compound activity from PubChem.
